MCF10A rereplic – DNA re-replication induction in MCF 10a cells | MCF 10A DNA re-replication, Hoechst nuclear intensity, 48 h | Potency, µM (doses to about 46.1 µM), for the others: at the highest dose activity, positive = re-replication, most hits filed as activators | actives 2.9% (n = 350,000) | AID 624296; note: % of control where 0% means no effect; nearly all actives have a fitted effect of over 50% in size
ATXN2 expr inh – ATXN2 expression inhibition; HEK-293 ATXN2-luciferase reporter, luminescence, 24 h; Potency, µM (top dose mostly 57 µM), for inactives: at the highest dose activity change, negative = inhibition, usual class: inhibitors; actives 0.72% (n = 360,000); note: % is set by controls: 0 for no effect and ±100 for the full control effect; nearly all actives have a fitted effect of over 55% in size
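ATXN2-luciferase reporter cells (luciferase flanked by upstream and downstream ATXN2 gene portions) were treated 24 h at 37 °C with compounds at up to 57 uM. SteadyGlo luminescence gave expression; GF-AFC fluorescence gave viability.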
TGFb SMAD3 inh – TGF-b pathway inhibition | HepG2 CAGA-GFP TGF-b/SMAD3 reporter, GFP fluorescence, 18 h; TGF-beta stimulated, 500 pg/mL final | Potency, µM (titrated, usually from 46.1 µM), for the others: at the highest dose activity, negative = inhibition, most hits filed as inhibitors | actives 1.2% (n = 410,000); note: % is set by controls: 0 for no effect and ±100 for the full control effect; nearly all actives have a fitted effect of over 65% in size
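Per well, imaged GFP fluorescence of HEPG2 CAGA-GFP cells gives the signal; cells get compound, then TGF-beta (500 pg/mL final), 18 h at 37 degrees C; %Activity versus -TGF-beta and +DMSO controls.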
Nrf2 inh – inhibitors of Nrf2 signaling; A549 ARE-Fluc reporter, luciferase luminescence, 18-24 h; Potency, µM (top dose mostly 46 µM), for the others: at the top dose activity change, negative = inhibition, actives largely listed as inhibitors; actives 2.1% (n = 360,000); AID 504444; note: % is set by controls: 0 for no effect and ±100 for the full control effect; nearly all actives have a fitted effect of over 60% in size
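Reporter: ARE-Fluc in A549. Exposure: 18-24 h, 37 °C, 5% CO2, 5% FBS OPTI-MEM. Readouts: fluorescent cytotoxicity (CellTiter-Fluor), then luminescent Nrf2 signal after BugLite.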
HepG2 tox – counter-screen for TGF-b inhibitors: cytotoxicity in HepG2 cells; HepG2 CAGA-GFP viability, ATP luminescence, 18 h; Potency, µM (top dose mostly 46.1 µM), for the others: at the highest dose activity change, negative = cytotoxicity, usual class: cytotoxic; actives 0.76% (n = 410,000); note: some results filed as inactive show a strong effect at the top dose
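HepG2 CAGA-GFP cells (1000/well, DMEM with 1% FBS) received compound, then TGF-beta at 500 pg/mL final, and were incubated 18 hours at 37 degrees C. Viability was read by CellTiter-Glo luminescence. Media-only wells were set as complete cell-killing and DMSO as no toxicity.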
A549 tox – counter-screen for Nrf2 inhibitors: cytotoxicity in A549 cells | A549 ARE-Fluc cells, CellTiter-Fluor viability, 18-24 h | Potency, µM (series often up to 46 µM), without a hit: at the top dose activity change, negative = cytotoxicity, hits mostly inhibitors | actives 0.16% (n = 390,000) | AID 504648; note: % is set by controls: 0 for no effect and ±100 for the full control effect
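A549 ARE-Fluc cells in 5% FBS OPTI-MEM, 5000 cells/well, rested 2 h then exposed to compounds in concentration-response for 18-24 h at 37 °C. Viability by CellTiter-Fluor fluorescence (Ex 405/Em 525) after 30 min; luciferase luminescence (BugLite, 15 min, RT) read afterwards.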
Nrf2 ARE act – activates Nrf2 signaling; AREc32 ARE-luciferase reporter (MCF7-derived line), luminescence, 24 h; Potency, µM (highest dose often 46.1 µM), inactives show at the top dose activation, usual class: activators; actives 0.31% (n = 410,000); note: % of control where 0% means no effect; nearly all actives have a fitted effect of over 65% in size
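Luminescent ARE reporter assay in AREc32_Fluc cells: overnight plating at 37 deg C, 24 hr compound incubation, Steady-Glo added, 30 min RT before reading.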
S2 tox – cell viability loss in ATXN counter-screen | S2 cells (HEK-293 line with an ATXN2-luciferase reporter) viability, CellTiter-Fluor protease fluorescence, 24 h | Potency, µM (highest dose often 56.7 µM), usual class: cytotoxic | actives 0.49% (n = 400,000); note: nearly all actives have a fitted effect of over 40% in size
EPAC2 antagonist – blocks human EPAC2 exchange factor. Q8WZA2. Potency, µM (top dose mostly 114 µM), inactives show top-dose activity, negative = inhibition, usual class: inhibitors. actives 0.18% (n = 360,000). AID 720708. EPAC2 GEF exchange of Rap1B-BODIPY-GDP, fluorescence; note: % is set by controls: 0 for no effect and ±100 for the full control effect; nearly all actives have a fitted effect of over 45% in size; many of its hits are not listed in these tables
Target sequence (Q8WZA2 whole entry, looked up): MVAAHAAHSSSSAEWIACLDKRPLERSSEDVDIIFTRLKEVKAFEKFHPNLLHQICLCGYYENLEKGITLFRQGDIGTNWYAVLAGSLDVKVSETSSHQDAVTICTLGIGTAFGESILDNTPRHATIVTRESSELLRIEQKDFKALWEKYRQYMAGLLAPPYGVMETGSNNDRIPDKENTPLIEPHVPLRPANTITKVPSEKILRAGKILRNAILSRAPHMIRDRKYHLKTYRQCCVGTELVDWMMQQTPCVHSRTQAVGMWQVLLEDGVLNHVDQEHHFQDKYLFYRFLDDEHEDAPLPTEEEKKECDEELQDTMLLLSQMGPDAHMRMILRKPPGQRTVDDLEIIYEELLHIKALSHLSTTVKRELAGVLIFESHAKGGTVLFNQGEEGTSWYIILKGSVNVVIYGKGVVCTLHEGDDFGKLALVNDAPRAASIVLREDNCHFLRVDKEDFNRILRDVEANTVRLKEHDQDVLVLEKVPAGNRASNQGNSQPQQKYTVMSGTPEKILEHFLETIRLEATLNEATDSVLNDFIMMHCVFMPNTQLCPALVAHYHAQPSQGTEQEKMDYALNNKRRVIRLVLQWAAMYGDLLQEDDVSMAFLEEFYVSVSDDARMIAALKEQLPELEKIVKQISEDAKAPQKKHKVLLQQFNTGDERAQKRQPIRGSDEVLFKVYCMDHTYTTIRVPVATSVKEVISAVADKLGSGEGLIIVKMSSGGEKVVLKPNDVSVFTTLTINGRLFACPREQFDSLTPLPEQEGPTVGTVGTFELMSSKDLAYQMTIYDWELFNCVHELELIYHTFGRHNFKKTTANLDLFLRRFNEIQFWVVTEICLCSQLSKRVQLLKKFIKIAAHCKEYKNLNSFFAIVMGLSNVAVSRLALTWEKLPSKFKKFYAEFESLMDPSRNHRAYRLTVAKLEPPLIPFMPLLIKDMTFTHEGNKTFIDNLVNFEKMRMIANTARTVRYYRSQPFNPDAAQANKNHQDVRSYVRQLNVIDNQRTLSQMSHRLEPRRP
* = called active by the depositor; i = inactive; ? = inconclusive; . = not tested or not shown; [ ] = dose if it differs, or a comment. Calls come from the whole dose curve; as a rule, active = well fitted curve in the direction sought with a large enough effect; inconclusive = small, poorly fitted or top-dose-only effect, or another doubt; inactive = no such curve, though single readings can be large; an effect the other way counts as inactive or inconclusive. Potency is the fitted concentration of half-maximal effect. An excerpt (hit frequency here may not be typical).

Below each compound: MCF10A rereplic | ATXN2 expr inh | TGFb SMAD3 inh | Nrf2 inh | HepG2 tox | A549 tox | Nrf2 ARE act | S2 tox | EPAC2 antagonist
CCOP(=O)(c1ccc(N(C)C)cc1)C(O)c1ccc(Cl)cc1 (stereo not drawn)
    ? | -1% | ? | 17% | 5% | 17% | 0.8% | i | -2%
Clc1ccc2oc(-c3cccnc3)nc2c1
    4% | 48%[activator] | 8% | ? | -48% | 4% | 9.1% | i | -2%
O=C(O)c1ccc(-c2nc(-c3cccc(C(F)(F)F)c3)cs2)cc1
    -4% | 12% | -4% | ? | 6% | -15% | -1.2% | i | ?
O=C1N=C(N2CCOCC2)S/C1=C/c1cc2c(cc1[N+](=O)[O-])OCO2
    ? | 47%[activator] | -15% | ? | -34% | ? | ? | i | 17%
COC(=O)c1ccc(C(=O)OC)c(NC(=O)COC(=O)C2CCCCC2)c1
    -2% | -15% | -2% | 3% | -8% | 1% | -0.2% | i | -12%
COc1ccc(OC)c(C(=O)N2CCCC(Nc3ccc(F)cc3)C2)c1 (stereo not drawn)
    1% | 1% | 15% | ? | 14% | 0% | -0.6% | i | 0%
Cc1ccc(S(=O)(=O)Nc2cc(C(F)(F)F)ccc2N2CCOCC2)cc1C
    ? | -8% | ? | ? | 0% | -13% | 3.2% | i | ?
Cc1nc2ccccc2n1CC(=O)OCC(=O)NCCc1ccccc1
    0% | 3% | -9% | . | 12% | 1% | 0.1% | i | 4%
COc1ccc(-c2ccc(CCC(=O)O)n2NC(=O)c2ccc(C(C)(C)C)cc2)cc1
    3% | -2% | 9% | 0% | 0% | 1% | 0.3% | i | 2%
CN(C)c1ncnc(N(C)C)c1[N+](=O)[O-]
    3% | 15% | 3% | 2% | 6% | -19% | 0.4% | i | -9%
COc1ccc(C2=NN3C(C2)c2ccccc2OC3c2cccs2)cc1 (stereo not drawn)
    5% | 58%[activator] | 6% | ? | -53% | 14% | 24% | . | 0%
O=C(NCc1ccccc1)NC1CCCCC1
    0% | 30% | 1% | 18% | -32% | 1% | 2.9% | i | 0%
CCN(CC)CCCOc1ccc(Cl)c(Cl)c1
    25% | -20% | 4% | 12% | -17% | 4% | -0.5% | i | -2%
Cc1c(Cl)ccc2sc(NC(=O)c3ccc(S(=O)(=O)N4CCCc5ccccc54)cc3)nc12
    . | . | -11% | . | -8% | -10% | -0.1% | . | .
COc1ccc(C2C3(C#N)C(N)=NC(OC)(OC)C23C#N)cc1 (stereo not drawn)
    11% | ? | 2% | 30% | -1% | -1% | 0.3% | ? | -4%

The last 3 compounds of the section before lead into the next.
Below each compound: MCF10A rereplic | ATXN2 expr inh | TGFb SMAD3 inh | Nrf2 inh | HepG2 tox | A549 tox | Nrf2 ARE act | S2 tox | EPAC2 antagonist
CCN(CC)CCCOc1ccc(Cl)c(Cl)c1
    25% | -20% | 4% | 12% | -17% | 4% | -0.5% | i | -2%
Cc1c(Cl)ccc2sc(NC(=O)c3ccc(S(=O)(=O)N4CCCc5ccccc54)cc3)nc12
    . | . | -11% | . | -8% | -10% | -0.1% | . | .
COc1ccc(C2C3(C#N)C(N)=NC(OC)(OC)C23C#N)cc1 (stereo not drawn)
    11% | ? | 2% | 30% | -1% | -1% | 0.3% | ? | -4%
CCOC(=O)C1=C(CSc2nc(C)ccc2C#N)OC(N)=C(C#N)C1c1cccc(OC)c1OC (stereo not drawn)
    ? | -23% | 6% | . | 1% | 5% | 10% | i | 5%
CCC(OC(=O)CC1Sc2ccccc2NC1=O)C(=O)NCC1CCCO1 (stereo not drawn)
    2% | 6% | -7% | -13% | 4% | 6% | 3.0% | i | -9%
CC1Cc2ccccc2N1C(=O)COC(=O)CCc1nc2ccccc2c(=O)[nH]1 (stereo not drawn)
    ? | 4% | 7% | -8% | 2% | -5% | 0.3% | i | -10%
Cc1cc(=O)[nH]c(N2CCN(Cc3ccccc3)CC2)n1
    -5% | 1% | -9% | -9% | -1% | -2% | -0.9% | i | -4%
CCc1ccc(-n2nc(C)c3c(C(=O)Nc4cc(C)ccc4C)cc(C)nc32)cc1
    . | 7% | -30% | -3% | -21% | -13% | 3.6% | i | .
CCN(CC(=O)Nc1ccccc1C(F)(F)F)C(=O)c1ccc2c(=O)n3c(nc2c1)CCC3
    1% | 9% | -1% | 5% | -6% | 0% | 0.1% | i | 3%
COc1cc(/C=N/NC(=O)Cc2ccccc2)cc([N+](=O)[O-])c1O
    6% | . | 12% | -7% | -3% | ? | 0.4% | ? | -2%
COc1ccc(-c2oc3ccc(N4CCOCC4)cc3c2C#Cc2ccc(N)cc2)cc1
    5.8µM* | -23% | ? | -11% | -6% | -6% | 18% | i | 25%
COc1ccc(N2CCN(C(=O)NCc3ccc(C)cc3)CC2)cc1
    ? | 6% | -19% | 13% | 7% | -4% | 1.6% | i | 2%
Cc1onc(-c2ccccc2)c1C(=O)NC(=S)NNC(=O)c1ccccc1O
    26% | ? | -26% | ? | -14% | -9% | 0.0% | i | -6%
CCOC(=O)CSc1nc(N2CCOCC2)c2c(c1C#N)CC(C)(C)OC2
    18% | . | 8% | 1% | -3% | -8% | 0.2% | i | -5%
c1ccc2c(-c3csc(-c4ccncc4)n3)c[nH]c2c1
    ? | 31%[activator] | 16% | ? | -56% | 9% | ? | i | 17%
CCCCc1nc2ccc(F)cc2cc1C
    . | 8% | -22% | . | 0% | . | 0.6% | i | -9%
CN[C@@H](C)C(=O)NC[C@H]1O[C@@H](n2cnc3c(=O)[nH]c(N)nc32)[C@H](O)[C@@H]1O
    . | 2% | 17% | . | -6% | . | -0.5% | i | ?
O=C1CSC(c2cccc([N+](=O)[O-])c2)N1CCc1ccccc1 (stereo not drawn)
    9% | -2% | -25% | -7% | -2% | -6% | 0.0% | i | 5%
Nc1cccc(-c2ccc(CO)o2)c1
    -2% | . | 0% | -11% | -21% | -1% | -0.2% | i | 6%
COc1ccc(CCC(=O)O)c(O)c1
    0% | 8% | -5% | 9% | -2% | -4% | -0.8% | i | -7%
CCc1nn(CC(=O)NCCN2CCN(C)CC2)c(=O)c2cc3c(OC)cccc3n12
    -1% | . | -1% | 5% | 11% | 2% | 1.9% | i | -7%
O=C1NC2(CCCc3ccccc32)C(=O)N1CCOc1ccc(Br)cc1 (stereo not drawn)
    2% | -8% | 1% | -18% | -40% | -2% | 0.1% | i | -3%
Cc1ccc(/C=N/NC(=O)CN2CCN(Cc3ccccc3Cl)CC2)o1
    4% | 1% | 8% | -15% | -4% | -7% | -0.2% | i | -2%
COc1ccc(NC(=O)N2CCC(CO)(CC3CCCCO3)CC2)c(OC)c1 (stereo not drawn)
    0% | -8% | 8% | 6% | 26% | -3% | -0.3% | i | 3%
Cc1cccc(N2CCN(C(=O)c3ccc(Cl)c(S(=O)(=O)N4CCc5ccccc5C4)c3)CC2)c1C
    4% | -10% | -21% | -29% | -1% | -3% | 0.0% | i | 3%
Cc1ccc(NC(=O)c2cccc(C(=O)Nc3ccc(C)cc3C(=O)O)c2)c(C(=O)O)c1
    4% | -38% | -11% | 22% | -4% | -4% | -0.8% | i | -14%
O=C1C=C(c2cccc3c2sc2ccccc23)C[C@@H](c2ccc(Cl)cc2)C1
    8% | 2% | 1% | -17% | -5% | 13% | 0.0% | i | 9%
CCc1cc(=O)oc2cc(C)cc(OCC(=O)N3CCC(C(=O)O)CC3)c12
    3% | -4% | 1% | -3% | -2% | 2% | -1.4% | i | 1%
CC(c1ccccc1)C1CC(=O)N(Cc2ccco2)C1=O (stereo not drawn)
    1% | 1% | -4% | 10% | -17% | -3% | -0.9% | i | -2%
C=C(C)COc1ccc(-c2n[nH]c(C)c2Oc2ccccc2OC)c(O)c1
    ? | ? | ? | ? | -96% | -30% | 2.4% | ? | -18%
CCCC1=NN(c2ccc([N+](=O)[O-])cc2)C(=O)/C1=C/N(C)C
    25% | 26% | -2% | 16% | -4% | -1% | 0.4% | i | -1%
COc1ccc(S(=O)(=O)N(CC(=O)Nc2ccc3c(c2)OCO3)c2ccc(C)cc2)cc1
    . | -3% | 3% | -13% | -25% | -9% | 4.8% | i | .
COc1ccc(C2=CC(c3ccc(F)cc3)n3ncc(C(=O)Nc4ccc(C)cc4)c3N2)cc1 (stereo not drawn)
    . | -5% | ? | -10% | -31% | -16% | 0.2% | i | .
CN(C)S(=O)(=O)N(CC(=O)NCCSc1ccc(Cl)cc1)c1ccccc1
    . | -5% | ? | 11% | -14% | 0% | 3.2% | i | .
COc1ccc(N2CCN(C(=O)CSc3nnc4c(C)cc5ccc(C)c(C)c5n34)CC2)cc1
    7% | -4% | 16% | -3% | -16% | -4% | 0.4% | i | 4%
CNC(=O)CSCCn1c(SCC(=O)NC)nc2ccccc2c1=O
    8% | 7% | 28% | -3% | -11% | -1% | 0.0% | i | 5%
CCc1cccc(C)c1NC(=O)C1=C(C)C(=O)OC12CCC(C)CC2 (stereo not drawn)
    . | . | . | 10% | -5% | -1% | -0.9% | . | .
Cn1cc(Br)c(C(=O)Nc2ncc(Br)s2)n1
    -1% | . | 0% | -26% | -11% | -5% | 10% | ? | 23%
CCN1CCN(c2c(Cl)cccc2NC(=O)c2cccs2)CC1
    1% | -16% | -13% | 9% | -30% | 0% | 0.4% | i | -9%
CC(=O)Nc1ccc(S(=O)(=O)N2CCC(=O)Nc3ccccc32)cc1
    5% | 11% | 4% | 5% | 6% | 1% | 0.5% | i | 2%
O=C(c1cnccn1)N1CCN(S(=O)(=O)c2cccc(Cl)c2)CC1
    0% | 2% | 2% | -2% | -1% | -10% | 0.4% | i | 9%
CCOc1ccc(CCNS(=O)(=O)c2cn(C)cn2)cc1OCC
    -1% | 11% | -2% | 2% | 3% | 2% | -0.4% | i | 22%
CS(=O)(=O)N(CC(=O)Nc1ccccc1C(=O)N1CCCC1)c1cccc([N+](=O)[O-])c1
    -3% | . | -2% | 7% | -5% | -6% | 0.3% | i | -3%
COc1ccc(C(NC(=O)CN2C(=O)NC3(CCc4ccccc43)C2=O)c2ccccc2)cc1 (stereo not drawn)
    ? | . | ? | 5% | -9% | 0% | 3.7% | ? | ?

High-throughput results (PubChem)
